Source: PubChem BioAssay (several laboratories)
K1F lysis inhibition: inhibition of K1F phage lysis, E. coli UTI89, bacterial capsule biogenesis inhibitors, alamar blue (AID 488966) | 340,000 compounds, 0.02% hits | E. coli UTI89 K1F phage lysis, alamar blue, 2 h; higher % means a stronger effect | one-dose inhibition, % at 100 µM; IC50 in µM for titrated hits;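 active means phage lysis inhibition, versus mean bacterial control, above a set limit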;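 further: capsule biogenesis inhibitors block K1F phage lysis so surviving cells raise fluorescence; higher fluorescence means more inhibition of phage lysis; actives were called in the ten point dose series up to 300 µM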
HIV fusion peptide: inhibitors of HIV fusion peptide binding, primary screen, biochemical, uHTS, fluorescence dequenching (AID 1986) | cell-free peptide binding, fluorescence dequenching, 30 min; higher % means a stronger effect | inhibition, % at 20 µM, or IC50 in µM where a hit was titrated | 290,000 compounds, 0.3% hits; in the data active means inhibition mostly above about 52%, no sharp cut-off; inactive means mostly below about 76%; further: some results filed as inactive read as strong as hits
GPR55 beta-arrestin: GPR55 agonists via beta-arrestin recruitment, primary screen, imaging, U2OS cells, beta-arrestin-GFP redistribution (AID 1961) | U2OS GPR55 beta-arrestin-GFP redistribution imaging; higher % means a stronger effect | activation, % at 10 µM, or EC50 in µM where a hit was titrated | 290,000 compounds, 0.048% hits;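 active means activation above 40% with more than 50 cells counted in the well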;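 further: U2OS osteosarcoma cells stably expressing GPR55 and beta-arrestin-GFP; plate controls were DMSO negative control for no effect and LPI positive control for full effect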
Dengue-2 NS5 capping: Dengue-2 NS5 methyltransferase inhibitors, primary screen, biochemical, confirmation dose response (AID 588689); Dengue-2 NS5 methyltransferase capping enzyme assay, biochemical; higher % means a stronger effect; inhibition, % at 25 µM; hits with a dose series show IC50 in µM; 340,000 compounds, 0.3% hits; in the data active means a potency from the dose series
NTR1 agonist: agonists of NTR1, primary screen, imaging, U2OS cells, beta-arrestin-GFP, high content (AID 493036) | P30989 | NTR1-U2OS beta-arrestin-GFP spot imaging, agonist mode | activation, % at 20 µM | 330,000 compounds, 0.17% hits;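 active means activation at or above 40% of the spot to cytoplasm intensity ratio, with at least 20 cells analyzed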;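 further: 0% = DMSO without peptide and 100% = 100 nM NTR1 peptide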
Target sequence (P30989 whole entry, looked up): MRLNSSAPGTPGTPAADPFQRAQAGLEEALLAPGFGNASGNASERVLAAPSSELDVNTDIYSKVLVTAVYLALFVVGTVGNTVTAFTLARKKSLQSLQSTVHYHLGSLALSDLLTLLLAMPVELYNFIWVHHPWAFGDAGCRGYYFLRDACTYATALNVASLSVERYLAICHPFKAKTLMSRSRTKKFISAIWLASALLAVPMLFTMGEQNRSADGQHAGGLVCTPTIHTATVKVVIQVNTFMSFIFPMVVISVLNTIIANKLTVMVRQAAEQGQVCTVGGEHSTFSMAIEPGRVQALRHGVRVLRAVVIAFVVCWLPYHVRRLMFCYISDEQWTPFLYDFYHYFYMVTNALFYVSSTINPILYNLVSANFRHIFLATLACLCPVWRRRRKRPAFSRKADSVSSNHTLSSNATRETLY
AID2073: disruptors of CaV2.2 binding to Mint1 – biochemical, HTRF (AID 2073). HTRF protein-protein interaction, Mint1-CaV2.2; higher % means a stronger effect. inhibition, % at 20 µM, or IC50 in µM where a hit was titrated. 290,000 compounds, 0.19% hits; in the data active means inhibition mostly above about 51%, no sharp cut-off; further: some results filed as inactive read as strong as hits
SIAH1 antagonists: blockers of Siah-1 interaction with plectin peptide – biochemical, fluorescence polarization, rhodamine-plectin, uHTS, primary screen (AID 1817); Siah-1 / rhodamine-plectin peptide fluorescence polarization; higher % means a stronger effect; displacement, % at 20 µM, or IC50 in µM where a hit was titrated; 290,000 compounds, 0.02% hits;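 active means displacement of at least 50% at 20 µM, with a fluorescence ratio check between 0.3 and a set limit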;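 further: plate controls were Siah plus tracer with DMSO for no effect and tracer alone without Siah for full effect; strong numbers were not always called active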
GPR55 antagonists: GPR55 antagonists blocking LPI-driven arrestin recruitment, primary screen, imaging, U2OS, beta-arrestin-GFP, LPI agonist (AID 2013); U2OS GPR55 beta-arrestin-GFP translocation imaging, LPI antagonism; higher % means a stronger effect; inhibition, % at 10 µM; hits with a dose series show IC50 in µM; 290,000 compounds, 0.13% hits;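 active means spots per cell inhibited over 60%, with over 100 cells counted and total cytoplasm intensity under 500,000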;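 further: U2OS cells stably carrying GPR55 and arrestin-GFP stimulated by 5 µM LPI near EC80; imaged beta-arrestin-GFP aggregate spots per cell after agonist stimulation; plate controls were LPI-stimulated DMSO wells for no effect and DMSO wells without LPI for full effect; some results filed as inactive read as strong as hits; confirmed hits need IC50 under 10 µM and bright autofluorescent wells are also inconclusive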
GPR35 arrestin U2OS: inhibition of zaprinast-stimulated GPR35 beta-arrestin translocation – imaging, U2OS, beta-arrestin-GFP, zaprinast agonist, primary screen (AID 2058). U2OS GPR35 beta-arrestin-GFP translocation imaging, zaprinast antagonism; higher % means a stronger effect. inhibition, % at 10 µM; hits with a dose series show IC50 in µM. 290,000 compounds, 0.052% hits;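 active means inhibition of at least 50% with at least 30 cells and total cytoplasm GFP at most 10,000,000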
NTR1 agonist cell count 20 µM: second read-out of NTR1 agonist, no call of its own (marks repeat the call); cell count; measured here: cell count, cytotoxicity flag
Dengue-2 NS5 capping pilot replicate: also measured in Dengue-2 NS5 capping; calls as there; inhibition, %; measured here: pilot screen replicate inhibition
Numbers without * were called inactive; / = no result given; [ ] = another dose, or the depositor's remark.

SMILES	K1F lysis inhibition	HIV fusion peptide	GPR55 beta-arrestin	Dengue-2 NS5 capping	NTR1 agonist	NTR1 agonist cell count 20 µM	AID2073	SIAH1 antagonists	GPR55 antagonists	GPR35 arrestin U2OS	others
CCC(=O)Nc1ccc(NC(=O)CSc2nnc(-c3ccco3)n2C)cc1	0.5%	0.2%	-0.1%	-2%	-0.6	54	-3%	6%	-7%	2%
O=C(CNC(=S)N(CCCN1CCOCC1)Cc1cccs1)NC1CC1	0.2%	-1.2%	-0.2%	2%	1.8	74	-41%	7%	11%	-8%
CCOC(=O)N1CCN(CC(O)c2c[nH]c3ccccc23)CC1 (stereo unspecified)	0.4%	2.1%	0.3%	0%	-1.9	89	-6%	5%	8%	-8%
O=C(Cn1c(=O)oc2ccccc21)Nc1n[nH]c(=S)s1	-1.3%[50 µM]	1.7%	0.2%	0%	1.0	64	-28%	13%	2%	15%
CCOC(=O)c1cc(C)n(-c2c(C)n(C)n(-c3ccccc3)c2=O)c1C	1.1%	-0.9%	0.4%	3%	-1.2	30	0%	-2%	-5%	12%
COCCN1CCC(CNCc2c(C(=O)N3CCCCC3)nc3c(C)cccn23)C1 (stereo unspecified)	0.0%	6.2%	-0.2%	2%	-0.6	52	0%	7%	-3%	-9%
Cc1c(Cl)cccc1NC(=O)[C@@H](NC(=O)c1ccccc1Cl)C(C)C	0.3%	-0.6%	-0.4%	-4%	2.1	84	44%	0%	9%	-4%
Cc1cc(Br)ccc1SCC(=O)OCC(=O)Nc1ncc(C(F)(F)F)cc1Cl	0.1%	2.9%	0.3%	6%	0.6	70	-1%	-3%	11%	-7%
O=C(Nc1ccon1)Nc1ccc(Cl)cc1Cl	0.8%[50 µM]	0.3%	0.0%	-1%	4.7	61	4%	3%	1%	3%
Cc1cccc2cc(C#N)c(SCC(=O)Nc3ccccc3N3CCOCC3)nc12	0.2%	5.2%	0.5%	-4%	3.7	43	21%	7%	-3%	-15%
COC(=O)c1cnn2c3c(c(C)nc12)CCCC3	0.7%	-1.7%	-0.1%	5%	-0.5	81	20%	-2%	-12%	7%
C=CCn1c(N)c(C(=O)N2CCOCC2)sc1=S	-5.0%	-1.0%	-0.1%	-6%	-0.7	84	-8%	-4%	4%	-7%
Cc1ccc(S(=O)(=O)NCCNC(=O)c2nonc2N)cc1	4.6%	0.1%	0.0%	-4%	0.7	51	2%	-2%	4%	-2%
N#Cc1ccc(C2N=C(c3ccccc3)NO2)cc1 (stereo unspecified)	0.1%	-0.4%	-0.1%	-7%	-0.3	47	4%	-4%	-12%	14%
C=CCN(CC=C)c1nc2ccccc2nc1C(C#N)C(=O)OCCOC (stereo unspecified)	-0.1%	-2.2%	-0.2%	-5%	0.7	45	36%	4%	12%	2%
C/C=N\NC(=O)CNC(=O)CNC(=O)c1ccccc1	-0.6%	-0.2%	0.2%	-10%	0.6	61	3%	0%	-5%	10%
CC(O)CNCc1ccc(-c2ccccc2)cc1 (stereo unspecified)	1.2%[50 µM]	0.7%	0.0%	1%	-0.6	45	-4%	10%	9%	12%
O=C1CC(c2ccccc2)=NN1c1ccc([N+](=O)[O-])cc1	0.4%	26%	-0.1%	7%	6.0	61	20%	4%	14%	3%
CCCNC(=O)c1ccc(S(=O)(=O)c2ccc(OC)cc2)c([N+](=O)[O-])c1	0.0%	0.7%	0.0%	-11%	2.0	89	-9%	4%	0%	1%
CCOC(=O)C1CCN(C(=O)Cn2cnc3sc(C)c(S(=O)(=O)N4CCC(C)CC4)c3c2=O)CC1	0.1%	0.2%	-0.1%	-2%	-0.7	53	-6%	1%	6%	14%
COc1cc(-c2csc(C)n2)ccc1O	1.0%	0.7%	0.0%	-2%	-2.0	55	14%	0%	-7%	5%
CCn1c(SCC(=O)O)nnc1C1CCCCC1	1.5%[50 µM]	-0.8%	-0.2%	-5%	0.4	39	-4%	0%	1%	15%
CCOC(=O)C1=C(CC)Nc2ccccc2N=C1NC(=O)CCNC(C)=O	0.2%	-0.9%	0.4%	7%	0.0	59	-6%	7%	14%	-4%
CCOc1ccc(C(=O)Nc2ccccc2-c2ccccc2)cc1Cl	2.4%	12%	0.0%	-5%	3.4	83	6%	1%	9%	-6%
CN(C)S(=O)(=O)c1ccc(C(=O)NCc2ccccc2)cc1	0.3%	2.0%	-0.2%	7%	0.6	36	-3%	3%	0%	5%
COC(=O)c1ccc(COc2ccccc2/C=N/Nc2cccc(C(=O)O)c2)cc1	-0.4%	37%	0.1%	76µM*	/	/	0%	4%	18%	-5%
COc1cccc(C(=O)Nc2ccccc2NC(=O)c2cccc(OC)c2)c1	0.2%	-1.1%	-0.1%	-3%	0.6	65	10%	2%	-10%	-3%	Dengue-2 NS5 capping pilot replicate=-3.7
O=C(NC(=O)N1CCN(c2ccc([N+](=O)[O-])cn2)CC1)c1c(Cl)cccc1Cl	/	1.2%	1.9%	/	0.1	53	-6%	1%	0%	-7%
Cc1c(C(=O)N2CCCc3ccccc32)oc2ccc(S(=O)(=O)N3CCOCC3)cc12	1.2%	18%	-0.2%	-1%	-0.5	70	2%	0%	5%	6%
C=CCOc1ccc(/C=C(\C#N)C(=O)Nc2ccccn2)cc1OC	-0.1%	-1.0%	-0.2%	-6%	-0.3	57	15%	-3%	-15%	-7%
Cc1c(C(=O)c2ccc(F)cc2)c2ccccn2c1CCc1ccccn1	-1.3%	6.6%	-0.3%	-2%	-0.3	28	10%	0%	9%	18%
O=S(=O)(c1ccc2ccccc2c1)N1CCCCCC1	-1.4%	-0.6%	-0.1%	-4%	-1.3	24	-19%	-1%	8%	-9%
Cc1cccc(C(C(=O)NC2CCCCC2)N(Cc2cccnc2)C(=O)c2csnn2)c1 (stereo unspecified)	0.0%	0.1%	0.0%	-4%	-1.3	49	6%	7%	8%	-1%
N#C/C(=C(/O)CSc1nnc(Cc2cccs2)n1C1CCCCC1)c1nc2ccccc2[nH]1	0.7%	0.4%	0.3%	-8%	2.0	62	8%	-11%	-7%	3%
CCNC(=O)CSc1nc2cc([N+](=O)[O-])ccc2n1-c1cccc(C(F)(F)F)c1	0.8%[50 µM]	-0.6%	-0.1%	-4%	1.0	66	-1%	8%	9%	4%
CCCCc1nnc(NC(=O)C2CC(=O)N(Cc3ccccc3)C2)s1 (stereo unspecified)	0.0%[50 µM]	-0.8%	-0.1%	-2%	-0.8	51	8%	5%	18%	6%
Nc1c(S(=O)(=O)c2ccccc2)c2nc3ccccc3nc2n1Cc1ccco1	-0.2%	129%	-0.1%	17%	1.2	77	39%	-6%	-8%	-4%
COc1cc(/C=C/c2[nH]c(=O)[nH]c(=O)c2[N+](=O)[O-])cc([N+](=O)[O-])c1O	-0.3%	7.7%	0.0%	31%	-1.4	62	6%	-6%	-7%	-36%
CCOC(=O)C(NC(=O)c1ccccc1Cl)(Nc1ccc(C)c(C)c1)C(F)(F)F (stereo unspecified)	-0.8%[50 µM]	0.4%	-0.1%	-6%	1.8	42	5%	2%	0%	-4%
Cc1ccc(C(=O)NC(NCC2CCCO2)C(Cl)(Cl)Cl)cc1 (stereo unspecified)	4.2%	1.2%	0.2%	-5%	-1.0	36	-1%	8%	7%	-3%
COc1cc(/C=C2/SC(=S)N(c3ccccc3)C2=O)ccc1Oc1nc(N2CCOCC2)nc(N2CCOCC2)n1	-12%	0.1%	0.0%	1%	3.0	61	26%	2%	5%	9%
Cc1ccc2cc(C)c(N3CCN(c4ccc(F)cc4)CC3)nc2c1	0.1%	-1.9%	-0.1%	-5%	1.2	37	12%	-3%	15%	5%
Cc1onc(-c2c(F)cccc2Cl)c1C(=O)OCC(=O)NC1CC1	-1.4%	-1.2%	0.2%	-8%	1.7	36	0%	15%	12%	6%
O=C(O)C1CC(=O)N(Cc2ccc(F)cc2)C1 (stereo unspecified)	0.5%	0.1%	0.3%	0%	0.6	48	7%	-5%	-2%	-7%

3 structures from above, arranged by count of non-hydrogen atoms, rising.
SMILES	K1F lysis inhibition	HIV fusion peptide	GPR55 beta-arrestin	Dengue-2 NS5 capping	NTR1 agonist	NTR1 agonist cell count 20 µM	AID2073	SIAH1 antagonists	GPR55 antagonists	GPR35 arrestin U2OS	others
O=C(O)C1CC(=O)N(Cc2ccc(F)cc2)C1 (stereo unspecified)	0.5%	0.1%	0.3%	0%	0.6	48	7%	-5%	-2%	-7%
O=S(=O)(c1ccc2ccccc2c1)N1CCCCCC1	-1.4%	-0.6%	-0.1%	-4%	-1.3	24	-19%	-1%	8%	-9%
Cc1cccc(C(C(=O)NC2CCCCC2)N(Cc2cccnc2)C(=O)c2csnn2)c1 (stereo unspecified)	0.0%	0.1%	0.0%	-4%	-1.3	49	6%	7%	8%	-1%

Filtered by structure: those above containing two or more sulfur atoms (6)
SMILES	K1F lysis inhibition	HIV fusion peptide	GPR55 beta-arrestin	Dengue-2 NS5 capping	NTR1 agonist	NTR1 agonist cell count 20 µM	AID2073	SIAH1 antagonists	GPR55 antagonists	GPR35 arrestin U2OS	others
O=C(CNC(=S)N(CCCN1CCOCC1)Cc1cccs1)NC1CC1	0.2%	-1.2%	-0.2%	2%	1.8	74	-41%	7%	11%	-8%
O=C(Cn1c(=O)oc2ccccc21)Nc1n[nH]c(=S)s1	-1.3%[50 µM]	1.7%	0.2%	0%	1.0	64	-28%	13%	2%	15%
C=CCn1c(N)c(C(=O)N2CCOCC2)sc1=S	-5.0%	-1.0%	-0.1%	-6%	-0.7	84	-8%	-4%	4%	-7%
CCOC(=O)C1CCN(C(=O)Cn2cnc3sc(C)c(S(=O)(=O)N4CCC(C)CC4)c3c2=O)CC1	0.1%	0.2%	-0.1%	-2%	-0.7	53	-6%	1%	6%	14%
N#C/C(=C(/O)CSc1nnc(Cc2cccs2)n1C1CCCCC1)c1nc2ccccc2[nH]1	0.7%	0.4%	0.3%	-8%	2.0	62	8%	-11%	-7%	3%
COc1cc(/C=C2/SC(=S)N(c3ccccc3)C2=O)ccc1Oc1nc(N2CCOCC2)nc(N2CCOCC2)n1	-12%	0.1%	0.0%	1%	3.0	61	26%	2%	5%	9%
